Lipid storage S3 – qHTS Assay for Lipid Storage Modulators in Drosophila S3 Cells; Drosophila S3 cells, BODIPY lipid droplet fluorescence, 18-24 h; cells fed with added oleic acid; Potency in µM for hits, for the others lipid storage change, negative = inhibition, % at the top dose, mostly 46.1 µM; 320,000 compounds, 0.64% hits; AID 2685; active means well fitted inhibition curve with a large enough effect in the signal ratio, with a control signal flat, not every such curve was filed as active; inconclusive means small, poorly fitted or top-dose-only effect, or effect the other way, or a change in a side signal; the % refers to the signal ratio
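Laser-scanning cytometry quantifies lipid droplet accumulation (500–530 nm total intensity; droplet/cell object ratio) in oleic acid-fed (400 uM added) Drosophila S3 cells treated with a concentration series. 20 uM Triacsin C defined 100% inhibition.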
Lipid storage S3 cell count max – further read-out of Lipid storage S3, marked with its call; cell number change, %; measured here: cell count max response;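 cells counted by Cell Tracker Red CMTPX staining in the red channel; peak over a dose series mostly up to 46.1 µM; percent activity relative to internal control wells on each plate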
* marks the source's active call; other numbers are inactive results; i = inactive; ? = inconclusive; nt = not tested or not shown. On the % scale 0 is the no-effect control and ±100 the full control effect; potency means the concentration at half of the fitted maximal effect.

Lipid storage S3	Lipid storage S3 cell count max	SMILES
-9%	nt	O=C(CCC(=O)NNC(=O)COc1ccccc1)NCc1ccccc1
?	nt	CCOC(=O)c1nnn(-c2nonc2N)c1-c1cccc2ccccc12
0%	-11	Cc1ccc(N(CC(=O)Nc2ccc3c(c2)OCCO3)S(=O)(=O)c2c(C)noc2C)cc1
-8%	12	CNC(=S)N1CCn2cccc2C1c1cc(OC)c(OC)c(OC)c1 (stereo unspecified)
21%	0	O=C(Nc1ccc(F)cc1F)C1CC(=O)N(Cc2ccccc2)C1 (stereo unspecified)
?	nt	COc1cccc(NC(=O)CSc2nc3c([nH]c4ccccc43)c(=O)n2C)c1
?	nt	COc1ccc(C(=O)Nc2nccs2)cc1OC
?	nt	C=CCNCCCCOc1ccccc1
4%	5	CCN(CC)C(=O)Cn1cc(C(=O)C(=O)N2CCCc3ccccc32)c2ccccc21
?	nt	COc1ccc(NC(C)=O)cc1NS(=O)(=O)c1cn(C)c(=O)n(C)c1=O
?	nt	CCOC(=O)CNc1ncnc2nc[nH]c12
-1%	-1	Cc1ccc(C)c(NC(=S)NCc2cccs2)c1
?	nt	Nc1ccccc1-c1nnc(SCc2ccccc2Cl)[nH]c1=O
4%	1	CC(=O)NNC(=O)CCn1nnc2ccccc21
?	nt	Cc1ccc(NC(=O)CSC2=C(C#N)C(c3ccc4c(c3)OCO4)C3=C(CCCC3=O)N2)c(C)c1 (stereo unspecified)
i	16	COc1ccc(CCNC(=O)c2nnc(CS(=O)(=O)c3ccccc3)o2)cc1OC
-6%	1	O=C(C1CCCO1)N1CCN(c2ccc(F)cc2)CC1 (stereo unspecified)
-2%	4	c1ccc(-n2cc(CNCCc3cscn3)c(-c3ccc4c(c3)OCO4)n2)cc1
i	-25	Cc1ccc(NC(=O)COc2ccc(Cl)cc2Cl)cc1S(=O)(=O)N1CCOCC1
0%	-1	COc1ccc(Cl)cc1NC(=O)Nc1cccc([N+](=O)[O-])c1C
-9%	11	CCN1CCCC1CNC(=O)c1cc(OC)c(OC)c(OC)c1 (stereo unspecified)
i	11	O=C(CN(C(=O)c1csnn1)c1ccc(Cl)cc1)NCCc1ccccc1
?	nt	O=C(Nc1c2c(nn1-c1cccc(Cl)c1)CS(=O)C2)c1ccc2c(c1)OCO2 (stereo unspecified)
i	nt	COc1cccc(-c2nn(-c3ccccc3)cc2C(=O)NCC(=O)O)c1
0%	24	Cc1nn(-c2ccc(Cl)c(Cl)c2)c(C)c1C(=O)O

(further entries)
Lipid storage S3	Lipid storage S3 cell count max	SMILES
?	nt	O=C(Cc1cn(Cc2cccc(Cl)c2)c2ccccc12)N1CCCC1
0%	7	COc1ccc(OC)c([N+](=O)[O-])c1C(N)=O
?	nt	CCNC(=S)NNC(=O)Nc1ccccc1
i	-10	Cc1ccc(C(C(=O)NCc2ccc(F)cc2)N(C(=O)c2csnn2)C2CC2)cc1 (stereo unspecified)
?	nt	CCOC(=O)c1c(C)[nH]c(C(=O)Cn2c(=O)oc3ccccc32)c1C
3%	12	Cc1cc(C(=O)N/N=C/C=C/c2ccccc2)n[nH]1
-1%	15	COc1ccc(N2CCN(C(=O)CCC(=O)N3CCOc4ccc(Cl)cc43)CC2)cc1
?	nt	C#CCOC(=O)C[N+](C)(C)CC#Cc1ccccc1
-3%	6	CN(Cc1ccccc1)S(=O)(=O)c1cccs1
?	nt	COc1cc(C)nc(NS(=O)(=O)c2ccc(C)cc2)n1
?	nt	COc1ccccc1N(CC(=O)NCCSCc1ccccc1)S(=O)(=O)c1ccc(C)cc1
i	1	CC1CCN(C(=O)CSc2nnc(-c3cccs3)o2)CC1
-7%	8	COc1cc2c3c(c1OC)C1(C=CC(=O)C=C1)CC3N(C(=O)c1ccccc1)CC2 (stereo unspecified)
?	nt	Cc1cc(Cl)cc(Br)c1OCCNCC(C)O (stereo unspecified)
-8%	1	CCN1CCN(c2nc(Nc3ccccc3F)nc(N)c2[N+](=O)[O-])CC1
?	nt	Cc1ccc(C(=O)OC(C)C(=O)Nc2ccc3c(c2)OCO3)c(O)c1 (stereo unspecified)
?	nt	O=C(NCc1ccccc1C(F)(F)F)C1CCC(=O)N(CCCc2ccccc2)C1 (stereo unspecified)
7%	4	CC(=O)NC(Cc1cccc(C)c1)C(=O)NC1CCN(C(=O)c2ccc([N+](=O)[O-])cc2)CC1 (stereo unspecified)
?	nt	COc1ccc(C(=O)NC2CCCc3c2cnn3-c2cccc(C)c2C)o1 (stereo unspecified)
?	nt	CCOc1ccc(NC(=O)C2CCN(S(=O)(=O)c3cccnc3)CC2)cc1
-1%	-2	NC(=O)COC(=O)c1cccc(NS(=O)(=O)/C=C/c2ccccc2)c1
4%	5	O=C(CCCc1ccccc1)N1CCc2ccccc21
6%	12	CC(C)Cc1ccc(S(=O)(=O)Nc2ccccn2)cc1
-5%	-16	Cc1[nH]c(=O)[nH]c(=O)c1S(=O)(=O)Nc1ccc(Br)cc1F
?	nt	CC1CCC(NC(=O)CN2C(=O)C3CC=CCC3C2=O)CC1 (stereo unspecified)

Random excerpt: two entries already listed
Lipid storage S3	Lipid storage S3 cell count max	SMILES
i	1	CC1CCN(C(=O)CSc2nnc(-c3cccs3)o2)CC1
?	nt	CC1CCC(NC(=O)CN2C(=O)C3CC=CCC3C2=O)CC1 (stereo unspecified)

Additional results follow.
Lipid storage S3	Lipid storage S3 cell count max	SMILES
?	nt	CCC1C/C(=C/c2cccs2)C(=O)/C(=C/c2cccs2)C1 (stereo unspecified)
29%	2	Cc1cc(C(=O)NNC(=S)NCc2ccccc2)cs1
?	nt	O=C(CSc1n[nH]c(-c2ccccn2)n1)Nc1ccccc1F
?	nt	O=C(COc1ccc(Cl)cc1Cl)NC1CCSC1=O (stereo unspecified)
?	nt	CC1CCCC(C)N1C(=O)Cn1nnc(-c2ccc([N+](=O)[O-])cc2)n1 (stereo unspecified)
23%	-1	CCC(=O)Nc1cccc(-c2nnc(SCC(=O)c3ccccc3)n2C)c1
-2%	-10	CCc1ccc(OCC(=O)Nc2ccc(N3CCN(C(=O)c4ccccc4)CC3)cc2)cc1
-20%	nt	COc1ccccc1NS(=O)(=O)c1cc2c3c(c1)CCN3C(=O)CC2
4%	10	COc1ccc(C(=O)Nn2c(C3CCC3)nc3ccccc3c2=O)c(OC)c1
23%	5	O=C(O)CCC(=O)N1CCN(Cc2ccc3c(c2)OCO3)CC1
?	nt	O=C(CC(c1ccccc1)c1cc(Br)ccc1O)NCc1ccco1 (stereo unspecified)
15%	13	CC(C(=O)O)c1ccc(C(=O)c2ccccc2)s1 (stereo unspecified)
7%	5	Cc1ccccc1NC(=O)c1ccccc1NC(=O)CCC(=O)O
?	nt	O=C1OCC2=C1C(c1ccc(F)cc1)Sc1ccccc1N2 (stereo unspecified)
?	nt	COc1ccccc1C(=O)NCc1ccc2c(c1)OCO2
-18%	17	Cc1ccnc(OC(C(=O)O)C(OCc2ccccc2)(c2ccc(F)cc2)c2ccc(F)cc2)n1 (stereo unspecified)
9%	nt	Cc1ccc(C(O)c2nc3ccccc3n2C)cc1 (stereo unspecified)
?	nt	C=CCn1ccc(=NC=C(C#N)C#N)c2ccccc21
18µM*	-25*	COC(=O)[C@H](CC(C)C)NC(=O)CCc1nnc(COc2ccccc2)o1
i	-11	CC(NC(=O)CN1C(=O)NC(c2ccccc2)(c2ccccc2)C1=O)c1cccs1 (stereo unspecified)
2%	nt	O=C(COC(=O)c1ccccc1Nc1ccccc1)c1ccccc1
?	nt	NC(=O)Cn1nnc(-c2ccc(NC(=O)c3ccc(F)cc3)cc2)n1
-17%	nt	CCOCCCNS(=O)(=O)c1ccc(OC)c(Cl)c1Cl
?	nt	O=C1CCCC(O)=C1C(C#Cc1ccccc1)C1=C(O)CCCC1=O
-2%	7	O=C(C1CCCN1S(=O)(=O)c1cccc2cccnc12)N1CCc2ccccc21 (stereo unspecified)

Following part
Lipid storage S3	Lipid storage S3 cell count max	SMILES
6%	-6	Cc1c(Cc2ccccc2)sc(NC(=O)c2ccco2)c1C(N)=O
?	nt	CC(C1CC2CCC1C2)n1c(-c2ccco2)n[nH]c1=S (stereo unspecified)
?	nt	COc1cc(CCC(=O)OCC(=O)c2ccc[nH]2)cc(OC)c1OC
-1%	-4	COC(=O)C(Cc1ccccc1)P(=O)(c1ccccc1)c1ccccc1 (stereo unspecified)
?	nt	Cc1ccc2nsnc2c1NC(=S)NC(=O)c1ccco1
i	nt	CCN1C(=O)c2cccc3c(S(=O)(=O)NCc4ccccn4)ccc1c23
6%	8	CC(=O)Nc1ccc(S(=O)(=O)N(c2cccnc2)S(=O)(=O)c2ccc(NC(C)=O)cc2)cc1
13%	-2	Cc1cc(=O)[nH]c(SCC(=O)Nc2ccc(S(=O)(=O)N3CCOCC3)cc2)n1
?	nt	COc1ccc(-c2nnn(CC(=O)NCCc3ccc(OC)c(OC)c3)n2)cc1
5%	1	COC(=O)c1cc(NS(=O)(=O)c2ccc(N3CCOCC3)c(NC(C)=O)c2)cc(C(=O)OC)c1
5%	10	CCN(CC)C(=O)CN1C(=O)/C(=C/c2ccccc2)SC1=S
?	nt	COc1ccc(N2C(=O)CC(Sc3nccc(C)n3)C2=O)cc1 (stereo unspecified)
-11%	-13	Cn1cc([C@@H]2C[C@H]3CN(Cc4cccc(Cl)c4)C(=O)[C@]34CCCN24)c(-c2ccccc2)n1
?	nt	COc1ccc2c(c1)c(=O)c(C(=O)c1ccccc1)cn2Cc1ccccc1
?	nt	Nc1c(S(=O)(=O)c2ccccc2)c2nc3ccccc3nc2n1/N=C/c1ccco1
?	nt	O=C(CC(c1ccccc1)c1ccccc1)NCC(O)c1ccc([N+](=O)[O-])cc1 (stereo unspecified)
?	nt	O=C1c2ccccc2C(=O)N1c1ncccn1
25%	8	Cc1cc(SC2CCOC2=O)nc2ccccc12 (stereo unspecified)
-1%	-1	CCNC(=S)N1CCC(c2nc3cc(C)c(C)cc3[nH]2)CC1
17%	-3	CCCN=C(Nc1ccc(Cl)cc1)c1cccnc1
?	nt	Cc1ccc(-n2c(C)c(C)c3c(NCCO)ncnc32)cc1
?	nt	CCOC(=O)c1c(C)[nH]c(C(=O)CSc2ccccc2)c1C
11%	0	Cn1cnnc1SCC(=O)Nc1sc2c(c1C#N)CCCCC2
?	nt	CC(Sc1nnc(-c2ccccc2F)n1C1CC1)C(=O)NCc1ccco1 (stereo unspecified)
?	nt	COc1ccc2[nH]cc(CCNC(=O)COc3ccc4ccc(=O)oc4c3)c2c1

More structures:
Lipid storage S3	Lipid storage S3 cell count max	SMILES
-20%	-15	CCCn1c(SCC(=O)c2ccc(CC)cc2)n[nH]c1=O
i	nt	CC(C)[C@H](NC(=O)c1ccccc1)C(=O)OCC(=O)c1ccc(S(=O)(=O)N2CCCCC2)cc1
i	1	COc1ccc(Cl)cc1NC(=O)Nc1cc(C)on1
?	nt	CCOC(=O)c1c(C)[nH]c(C(=O)OCC(=O)c2ccc(OC)cc2OC)c1C
-11%	-19	O=C(c1cnc2n(c1=O)CCS2)N1CCc2ccccc21
?	nt	O=C(Nc1ccc(OC(F)(F)F)cc1)C1CCCN(S(=O)(=O)c2cccnc2)C1 (stereo unspecified)
12%	-3	CC(OC(=O)c1cc2sccc2n1C)C(=O)NC(C)(C)C (stereo unspecified)
?	nt	CCOc1ccc(NC(=O)CN(C)C(=O)C2CCN(c3ncnc4sc(C)c(C)c34)CC2)cc1OCC
?	nt	O=S(=O)(Nc1ccccc1N1CCOCC1)c1ccc(Cl)cc1
17%	12	O=C(Nc1ccc(Cl)cc1C(=O)N1CCCC1)c1cccc([N+](=O)[O-])c1
?	nt	COc1ccc(C2C3C(C)=NN=C3CC(C)(O)C2C(C)=O)cc1 (stereo unspecified)

Of the compounds above, these have a Cl atom.
Lipid storage S3	Lipid storage S3 cell count max	SMILES
?	nt	Nc1ccccc1-c1nnc(SCc2ccccc2Cl)[nH]c1=O
i	-25	Cc1ccc(NC(=O)COc2ccc(Cl)cc2Cl)cc1S(=O)(=O)N1CCOCC1
0%	-1	COc1ccc(Cl)cc1NC(=O)Nc1cccc([N+](=O)[O-])c1C
i	11	O=C(CN(C(=O)c1csnn1)c1ccc(Cl)cc1)NCCc1ccccc1
?	nt	O=C(Nc1c2c(nn1-c1cccc(Cl)c1)CS(=O)C2)c1ccc2c(c1)OCO2 (stereo unspecified)
0%	24	Cc1nn(-c2ccc(Cl)c(Cl)c2)c(C)c1C(=O)O
?	nt	O=C(Cc1cn(Cc2cccc(Cl)c2)c2ccccc12)N1CCCC1
-1%	15	COc1ccc(N2CCN(C(=O)CCC(=O)N3CCOc4ccc(Cl)cc43)CC2)cc1
?	nt	Cc1cc(Cl)cc(Br)c1OCCNCC(C)O (stereo unspecified)
?	nt	O=C(COc1ccc(Cl)cc1Cl)NC1CCSC1=O (stereo unspecified)
-17%	nt	CCOCCCNS(=O)(=O)c1ccc(OC)c(Cl)c1Cl
-11%	-13	Cn1cc([C@@H]2C[C@H]3CN(Cc4cccc(Cl)c4)C(=O)[C@]34CCCN24)c(-c2ccccc2)n1
17%	-3	CCCN=C(Nc1ccc(Cl)cc1)c1cccnc1
i	1	COc1ccc(Cl)cc1NC(=O)Nc1cc(C)on1
?	nt	O=S(=O)(Nc1ccccc1N1CCOCC1)c1ccc(Cl)cc1
17%	12	O=C(Nc1ccc(Cl)cc1C(=O)N1CCCC1)c1cccc([N+](=O)[O-])c1

These rows are one share of the data; the hit share may differ from the screen's.
